AmpC inh no detg: AmpC beta-lactamase inhibition without detergent; AID 485341; 330,000 tested, 0.52% active; AmpC nitrocefin hydrolysis, absorbance 480 nm, 0.0001% Triton; Potency, µM (doses to about 57.1 µM), for the others: at the top dose activity change, negative = inhibition, actives largely listed as inhibitors;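 further: potency means the concentration at half of the fitted maximal effect; plate controls were no compound for no effect and no enzyme for full effect; nearly all actives have a fitted effect of over 20% in size; some results filed as inactive show a strong effect at the top dose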
Target sequence (P00811 whole entry, looked up): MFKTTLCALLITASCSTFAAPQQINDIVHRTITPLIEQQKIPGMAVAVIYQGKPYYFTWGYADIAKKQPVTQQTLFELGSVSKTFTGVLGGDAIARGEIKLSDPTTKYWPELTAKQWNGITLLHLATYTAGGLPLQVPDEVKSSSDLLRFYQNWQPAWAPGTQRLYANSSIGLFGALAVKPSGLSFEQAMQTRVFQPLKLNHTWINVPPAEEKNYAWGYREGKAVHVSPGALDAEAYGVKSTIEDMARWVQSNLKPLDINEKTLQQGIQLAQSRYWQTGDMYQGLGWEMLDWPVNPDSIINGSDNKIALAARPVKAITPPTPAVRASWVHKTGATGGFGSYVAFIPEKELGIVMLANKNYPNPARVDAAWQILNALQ
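20 mM phosphate pH 7.0 + 0.01% (detergent screen) or 0.0001% Triton X-100; 5.3 nM AmpC reagent; cpd preinc 15 min RT; nitrocefin (800 uM stock) to start; A480 q20 s × 4 min; Activity was normalised to no-enzyme and no-compound control wells.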
AmpC detergent: blocks E. coli AmpC beta-lactamase in detergent assay | P00811 | AmpC hydrolysis of nitrocefin, absorbance 480 nm, 0.01% Triton | Potency, µM (highest dose often 114 µM), inactives show top-dose activity change, negative = inhibition, usual class: inhibitors | 370,000 tested, 0.041% active | AID 485294;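 further: potency means the concentration at half of the fitted maximal effect; 0% = no-compound wells and -100% = no-enzyme wells; nearly all actives have a fitted effect of over 25% in size; some results filed as inactive show a strong effect at the top dose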
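AmpC (5.3 nM in the dispensed reagent) in 20 mM phosphate pH 7.0 with 0.01% (detergent screen) or 0.0001% Triton X-100 was preincubated with compounds for 15 min at room temperature. Nitrocefin was then added from an 800 uM solution, and hydrolysis was followed at 480 nm.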
FBPA Giardia inh: Giardia lamblia aldolase inhibition; 290,000 tested, 0.71% active; AID 2451; purified Giardia FBPA; Potency, µM (top dose mostly 59.6 µM), for inactives: top-dose activity, negative = inhibition, most hits filed as inhibitors; further: potency means the concentration at half of the fitted maximal effect; nearly all actives have a fitted effect of over 55% in size
Target sequence (A8B2U2 whole entry, looked up): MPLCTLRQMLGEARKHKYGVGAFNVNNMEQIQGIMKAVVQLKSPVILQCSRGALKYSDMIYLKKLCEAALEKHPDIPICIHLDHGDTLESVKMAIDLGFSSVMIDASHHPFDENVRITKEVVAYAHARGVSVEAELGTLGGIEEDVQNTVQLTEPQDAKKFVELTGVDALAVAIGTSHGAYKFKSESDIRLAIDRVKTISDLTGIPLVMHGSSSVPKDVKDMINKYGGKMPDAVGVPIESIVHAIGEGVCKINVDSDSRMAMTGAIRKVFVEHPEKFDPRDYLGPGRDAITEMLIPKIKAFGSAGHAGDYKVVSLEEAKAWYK
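Giardia FBPA (40 nM reagent) was preincubated 10 min at RT with compound (up to 57.5 uM final), then substrate plus GAPDH/TPI/NAD/arsenate coupling system with diaphorase/resazurin was added; resorufin fluorescence (525/598 nm) was read after 20 min.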
Sm TGR inh: S. mansoni TGR enzyme inhibition | Q962Y6 | purified TGR, DTNB reduction, TNB absorbance 405 nm | Potency, µM (series often up to 114 µM), for the others: at the highest dose activity change, negative = inhibition, usual class: inhibitors | 360,000 tested, 3% active; further: potency means the concentration at half of the fitted maximal effect; nearly all actives have a fitted effect of over 60% in size
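Kinetic colorimetric format: TGR-catalysed, NADPH-driven DTNB reduction monitored via TNB absorbance. Enzyme dispensed at 20 nM; compound exposure 15 min at room temperature before reaction start.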
HCV inhibitor: inhibitors of hepatitis C virus infection; Huh7.5.1 HCVcc-Cre infection, luciferase reporter, 44 h; Potency, µM (titrated, usually from 41.8 µM), inactives show at the top dose activity change, negative = inhibition, actives largely listed as inhibitors; 340,000 tested, 3.4% active; AID 651820; further: potency means the concentration at half of the fitted maximal effect
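After 44 h co-culture of compound, cells and HCVcc-Cre (~0.5 moi), substrate is added for 15 min at room temperature and luciferase measured over 15 sec. Cells were seeded at 1,000/well and pre-cultured 4 h.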
HCMV inh: blocks human cytomegalovirus replication | HFF cells, HCMV-luciferase reporter, 72 h; active compounds read low | activity change, negative = inhibition, % at 57.5 µM | 410,000 tested, 4.5% active | AID 1259415; in the data active means activity change below about -60%; inconclusive means no clear call, values can overlap the other calls; inactive means above about -39%
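Two compound doses tested in HFFs infected with HCMV-luciferase, MOI 1 PFU/cell, 72 h at 37C. Lysate luminescence read with OneGlo; data normalized against buffer-only and 10uM Salinomycin inhibitor controls.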
* hit, by the source's call; ? = inconclusive; nt = no result given; & = joins results of further samples; [ ] = dose if it differs, or a comment. Unless noted, the call rests on the fitted dose curve; in most records, active means well fitted curve in the direction sought with a large enough effect; inconclusive means small, poorly fitted or top-dose-only effect, or another doubt; inactive means no such curve, though single readings can be large; an effect the other way counts as inactive or inconclusive. Unless noted, on the % scale 0 is the no-effect control and ±100 the full control effect.

Preview, 8 compounds:
smiles	AmpC inh no detg	AmpC detergent	FBPA Giardia inh	Sm TGR inh	HCV inhibitor	HCMV inh
COc1ccc(C(C(=O)NC2CCCCC2)N(C(=O)c2ccccn2)c2cccnc2)cc1 (centres undefined)	-9.4%	0.4%	4.1%	-3.8%[57.1 µM]	7.5%	70.8
COc1ccc(C)cc1NC(=O)CSc1nnc(CC(=O)Nc2cccc(C(F)(F)F)c2)n1C	-17.3%	?	1.1%	-26.0%	-15.1%	27.0
COc1ccc(-n2c(SCC(=O)N3CCOCC3)nc(O)c(Cc3ccccc3)c2=O)cc1	-8.6%	2.7%	2.8%	-0.1%	6.2%	2.9
Cc1cccc(CNc2ncnc3ccc(-c4ccoc4)cc23)c1	-29.8%&-21.5%	-10.2%&5.6%	8.0%	-0.6%&1.7%	nt	14.4
COc1ccc(C2NCc3ccc4c(c3-n3cccc32)OCO4)cc1OC (centres undefined)	16.4%	-0.4%	-0.7%	-26.0%	-22.1%	nt
CCOC(=O)C1=C(C)N=c2s/c(=C\C(=O)OC)c(=O)n2C1c1ccc(OC)cc1 (centres undefined)	-21.1%	-13.2%	3.3%	32.8%	?	16.0
Cc1ccc(O)c(C(=O)CC(=O)c2ccccc2Cl)c1	-42.6%	?	0.9%	nt	5.01µM*	-9.4
COC(=O)c1ccc(/C=C/C(=O)OCC(=O)Nc2ncc(Cl)cc2Cl)cc1	-28.3%	-6.7%	nt	-5.5%	12.4%	21.7

All compounds of this part, from the first entry:
smiles	AmpC inh no detg	AmpC detergent	FBPA Giardia inh	Sm TGR inh	HCV inhibitor	HCMV inh
COc1ccc(C(C(=O)NC2CCCCC2)N(C(=O)c2ccccn2)c2cccnc2)cc1 (centres undefined)	-9.4%	0.4%	4.1%	-3.8%[57.1 µM]	7.5%	70.8
COc1ccc(C)cc1NC(=O)CSc1nnc(CC(=O)Nc2cccc(C(F)(F)F)c2)n1C	-17.3%	?	1.1%	-26.0%	-15.1%	27.0
COc1ccc(-n2c(SCC(=O)N3CCOCC3)nc(O)c(Cc3ccccc3)c2=O)cc1	-8.6%	2.7%	2.8%	-0.1%	6.2%	2.9
Cc1cccc(CNc2ncnc3ccc(-c4ccoc4)cc23)c1	-29.8%&-21.5%	-10.2%&5.6%	8.0%	-0.6%&1.7%	nt	14.4
COc1ccc(C2NCc3ccc4c(c3-n3cccc32)OCO4)cc1OC (centres undefined)	16.4%	-0.4%	-0.7%	-26.0%	-22.1%	nt
CCOC(=O)C1=C(C)N=c2s/c(=C\C(=O)OC)c(=O)n2C1c1ccc(OC)cc1 (centres undefined)	-21.1%	-13.2%	3.3%	32.8%	?	16.0
Cc1ccc(O)c(C(=O)CC(=O)c2ccccc2Cl)c1	-42.6%	?	0.9%	nt	5.01µM*	-9.4
COC(=O)c1ccc(/C=C/C(=O)OCC(=O)Nc2ncc(Cl)cc2Cl)cc1	-28.3%	-6.7%	nt	-5.5%	12.4%	21.7
CN(Cc1ccccc1)C(=S)Nc1ccc2nc3n(c(=O)c2c1)CCCCC3	9.4%	-7.2%	3.9%	15.9%	-7.4%	24.5
Nc1cccnc1S(=O)(=O)c1ccccc1	-14.3%	-11.1%	0.0%	4.0%	13.0%	8.4
COc1ccc(OC)c(C(=O)NC(CC(N)=O)c2ccc(NCCN3CCCC3)c([N+](=O)[O-])c2)c1 (centres undefined)	-4.7%	?	-1.3%	-13.3%	-8.1%	10.0
CCOc1ccccc1NC(=O)c1c(C)cc(C)nc1SCC(=O)c1cccc(OC)c1	nt	-1.1%	nt	-0.5%	nt	-19.2
Cc1ccccc1-c1nc(CS(=O)(=O)CC(=O)NCCCc2ccccc2)c(C)o1	nt	0.9%	nt	-31.8%	nt	-20.9
COc1cccc(NC(=O)CN(C)S(=O)(=O)c2ccc3[nH]c(=O)oc3c2)c1	-28.9%	5.5%	nt	6.2%	13.5%	-19.7
COc1ccc(-n2c(=S)[nH]c3cc(C(=O)NCCCN4CCOCC4)ccc3c2=O)cc1OC	-0.2%	-3.1%	?	2.2%	?	2.3
CCOc1ccc(NC(=O)N2CCC(c3ccc(C)cc3)C2)cc1 (centres undefined)	-15.0%	2.3%&-12.9%	7.4%	1.6%&0.0%	?	-28.9&-5.3
COc1ccc(C2C(C#N)=C(N)OC(C(C)(C)C)=C2C#N)cc1OC (centres undefined)	-12.6%	?	?	-24.7%	4.5%	-26.7
CCCNC(=O)c1ccc2c(=O)c(O)c(C)[nH]c2c1	-8.1%	-0.9%	-5.0%	?	-12.5%[8.37 µM]	?
CCN(CC(=O)Nc1c(F)cccc1F)C(=O)c1ccc(Cl)c(S(=O)(=O)N2CCCC2)c1	-14.8%	4.5%	nt	1.8%	-20.3%	-11.0
COc1c(C)cc(C(=O)C2CCCN(C(=O)c3cc(C)n(C)n3)C2)cc1C (centres undefined)	44.5%	1.4%	nt	-1.2%	?	33.2
Cc1cc(Cl)ccc1Nc1ncccc1C(N)=O	-31.0%	5.3%	-4.7%	5.2%	?	21.7
CC(Sc1nnnn1-c1ccc(O)cc1)C(=O)NC1CCCCC1C (centres undefined)	-37.5%	-2.0%	7.6%	-13.9%	nt	-23.2
COc1cc(-c2nnc(NC(=O)C3=COCCO3)o2)cc(OC)c1OC	1.2%	-0.6%	nt	-3.6%	?	-1.0
CC1CCN(S(=O)(=O)c2cc(C(=O)NCCc3ccccc3)n(C)c2)CC1	nt	6.8%	nt	1.8%	nt	-18.9
CCCCCn1nc(C)c(/C=N\NC(=O)c2cc(C)oc2C)c1C	-5.0%	0.5%	0.4%	-25.2%	?	-3.7
O=C(Nc1nc2c(s1)CCc1ccccc1-2)c1ccco1	-29.3%	?	?	2.6%	31.6µM*	112.2
CCOC(=O)C1(Cc2ccccc2C(F)(F)F)CCN(C2CCCC2)CC1	57.7%	-8.0%	3.9%	5.4%	-22.4%	6.6
O=[N+]([O-])c1ccc(Nc2ccccc2)nc1	-24.2%	?	0.0%	-10.9%	-12.2%	6.4
CC(C)[C@H](NC(=O)N1CCn2c1nc1ccccc12)C(=O)N1CCCCC1	95.9%[activator]	-2.3%	nt	-1.2%	4.3%	-33.3
CCOC(=O)NN1C(=O)c2ccccc2NC1c1cccs1 (centres undefined)	-15.4%	?	13.7%	-24.0%	?	7.3
Cc1ccc(S(=O)(=O)N2CCN(C(=O)COC(=O)CNC(=O)c3ccc(C(C)(C)C)cc3)CC2)c(C)c1	101.8%[activator]	nt	nt	nt	7.5%	-4.2
COc1ccc(C(=O)N2CCCC(N3CCN(c4ccccc4F)CC3)C2)c(OC)n1 (centres undefined)	85.7%[activator]	?	nt	?	?	-27.5
Cc1cc(-n2cnnn2)cc(C)c1S(=O)(=O)NCCOc1ccccc1	-13.1%	?	nt	-3.0%	9.6%	-39.1
O=C(C[N+]12CCC(CC1)C(OC(=O)c1ccccc1)C2)c1ccc([N+](=O)[O-])cc1 (centres undefined)	7.5%	-6.6%	0.6%	-0.9%	3.0%	42.5
O=C1C2C3C=CC(CC3)C2C(=O)N1/N=C/c1ccc(O)cc1 (centres undefined)	-17.8%	-0.9%	-2.1%	8.6%	-5.9%	1.9
COCCn1c(=O)[nH]c2cc(C(=O)Nc3cccc(C(C)=O)c3)ccc2c1=O	-12.5%	4.0%&-5.3%	-5.3%	-13.0%&-1.8%	-19.2%	5.7
COC(=O)c1cc(-c2ccc(Br)cc2)c2c(=O)[nH]c(=O)n(C)c2n1	-1.3%	-1.5%	-8.5%	4.3%	-11.9%	27.8
O=C(NCCc1ccccc1)C(=O)c1cn(CC(=O)N2CCCC2)c2ccccc12	104.0%[activator]	?	nt	-2.9%	nt	-14.0
Cc1nc(SCC(N)=O)[nH]c(=O)c1Cc1ccc(OC(C)C)cc1	-35.9%	-0.7%	8.8%	4.5%	8.4%	-29.8
O=C(O)c1cccc(Nc2c3ccccc3nc3ccccc23)c1	0.0%	-8.3%	?	4.0%	-14.2%	-17.0
CC(=O)N1N=C(c2ccc(Cl)cc2)OC1c1ccc(C(C)C)cc1 (centres undefined)	-4.7%	?	-0.1%	-4.7%	13.7%	56.5
O=C(CCS(=O)(=O)c1ccc(Br)cc1)NCc1ccco1	-11.7%	1.3%	3.8%	-1.1%	-9.4%	-26.4
COC(=O)c1cccc(C23CC4(C2)[C@H](CN(Cc2ccc(-c5ccccc5)cc2)[C@@H]4c2ccccc2)C3c2ccccc2)c1 (some centres undefined)	-26.3%	-8.5%	6.7%&8.0%	?	-8.0%	15.1
O=C(NC(=O)N1CCN(c2ccccc2F)CC1)c1ccccc1	-12.1%	-13.0%	6.0%	0.0%	-3.2%	2.4
CC(C)c1ccc(OCC(O)CNC(C)c2ccccc2)cc1 (centres undefined)	12.8%	-0.4%	7.4%	-4.4%	?	-23.5
COc1ccc(C(=O)CCC(=O)N2CCN(c3ccccc3)CC2)cc1	16.0%	-3.7%	0.1%	4.0%	-24.6%	-33.0
Cc1cccc(NC2=NCCCS2)c1C	-7.4%	-0.2%	8.4%	1.2%	-9.4%	50.8
CCCOc1ccc(C(=O)Nc2ccc3c(c2)OCCO3)cc1	-12.1%	1.7%	-5.4%	1.2%	?	22.5
Cc1ccc(NC(=O)Cn2c(=O)n(Cc3ccco3)c(=O)c3sc4ccccc4c32)cc1C	nt	13.5%	nt	-1.6%	nt	-2.6
CC12CCC(=O)N1C(C(=O)Nc1cccc(F)c1)CS2 (centres undefined)	-6.8%	3.2%	nt	-23.4%	14.2%	-13.3
Cc1ccc(C(=O)N/N=C\c2ccc(-c3ccc(Cl)cc3)o2)cn1	47.4%	2.2%	-0.9%	10.5%	11.2µM*	-12.0
CCOC(=O)c1sc(=S)n(-c2cccc(C(F)(F)F)c2)c1SC	-15.2%	-10.8%	-7.5%	0.0%	-12.1%	-7.2
CN(C)/C=C/C1=CC(=O)CC(C)(C)C1	-8.9%	?	-7.3%	?	-7.3%	?
c1ccc2c(CN3CCN(C4CCCCC4)CC3)c[nH]c2c1	29.3%	?	-0.4%	-24.4%	-23.5%	20.7
[O-]/C(=C(\C(=S)Nc1cccc2ccccc12)[n+]1ccccc1)c1ccc2c(c1)OCCO2	-3.6%	-8.6%	9.98µM*	-12.1%	-11.7%	13.9
COc1ccc(NC(=O)CSc2ccc3nnc(CCNC(=O)c4ccccc4)n3n2)cc1	-2.6%	?	-5.1%	3.1%	13.8%	-32.1
Cc1ccc2[nH]c(CSc3nnc(COc4ccccc4C)n3C)cc(=O)c2c1	nt	8.1%	nt	-0.4%	nt	-39.1
COc1ccc(OC)c(NC(=O)c2cc(-c3c(C)cc(C)cc3O)n[nH]2)c1	4.2%	-8.6%	5.3%	34.5%	10µM*	8.5
